Screens: PubChem BioAssay, several laboratories
Myeloid diff MLP = compounds promoting myeloid differentiation. ER-HoxA9 myeloid progenitors, lysozyme-GFP differentiation, flow cytometry. calls only at 10 µM. actives 1% (n = 360,000);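 active = normalized GFP-positive differentiation at or above the plate's own cutoff, the solvent-only control mean plus 3 SD; inconclusive = no clear call, values can overlap the other calls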;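 also: cells exposed to compound for four days before flow analysis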
P. falciparum M1AAP = malaria alanyl aminopeptidase activity blockers – biochemical, fluorogenic H-Leu-NHMec substrate, 1536-well (AID 1445); one-dose inhibition, % at 30 µM; IC50 in µM for titrated hits; recombinant M1AAP, H-Leu-NHMec fluorogenic kinetic assay; higher % means a stronger effect; actives 0.42% (n = 220,000);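 active = primary inhibition above the hit cutoff, then over 50% inhibition at one or more dose response concentrations, cut at about 23% in these data, passing the limit was not always enough; inconclusive = conflicting primary data, or primary hits not chosen for dose response; inactive = low primary inhibition, or under 50% at every dose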;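 also: plate controls were DMSO full reaction for no effect and no enzyme background for full effect; strong numbers were not always called active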
PMI inhibition = MPI inhibition at elevated mannose 6-phosphate – biochemical, fluorescence intensity, high mannose 6-phosphate, primary screen (AID 1220) | recombinant PMI enzyme, coupled fluorescence intensity; higher % means a stronger effect | one-dose inhibition, % at 20 µM; IC50 in µM for titrated hits | actives 0.66% (n = 190,000)
TNAP activation fold = stimulation of alkaline phosphatase TNAP activity – biochemical, luminescent, no phosphate acceptor, uHTS, primary screen (AID 1001); purified TNAP, luminescent activation assay, no phosphate acceptor; higher activation fold means a stronger effect; activation fold at 20 µM; hits with a dose series show EC50 in µM; actives 0.03% (n = 200,000); in the data active = activation fold from about 3, or a potency from the dose series; inactive = the rest, 99 in 100 with activation fold below about 1.6; also: many of its hits are not listed in these tables
K1F lysis inhibition = inhibition of K1F phage lysis, E. coli UTI89, bacterial capsule biogenesis inhibitors, alamar blue (AID 488966); inhibition, % at 100 µM, or IC50 in µM where a hit was titrated; E. coli UTI89 K1F phage lysis, alamar blue, 2 h; higher % means a stronger effect; actives 0.02% (n = 340,000);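 active = phage lysis inhibition, versus mean bacterial control, above a set limit; inconclusive = no clear call, values can overlap the other calls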;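 also: capsule biogenesis inhibitors block K1F phage lysis so surviving cells raise fluorescence; higher fluorescence means more inhibition of phage lysis; actives were called in the ten point dose series up to 300 µM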
WT yeast gro inh = growth inhibition of WT yeast, mitochondrial fusion screen; mitochondrial fusion phenotypic screen, WT strain; AID 1362; inhibition, % at 10 µM; actives 2.1% (n = 190,000); in the data active = inhibition above about 58%; tested in S. cerevisiae
Hep lipid drop = hepatic lipid droplet formation modulation. AML12 mouse hepatocytes, oleate lipid droplets, BODIPY imaging. inhibition, % at 6.5 µM. actives 0.4% (n = 240,000). AID 1656;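 active = lipid droplet intensity inhibited by at least 50%, with more than 500 cells counted; inconclusive = wells with under 300 cells, treated as cytotoxic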
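Material: mouse AML12 hepatocyte cell line, fixed after treatment; Timing: compound with oleate, overnight; Technique: high-content imaging of BODIPY-stained droplets and DAPI nuclei; Probe or stimulus: oleate, 100 µM final; Dosing: compound at 6.5 µM only.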
ER stress rescue = rescue of cells from ER stress-induced death, primary screen, 384-well, CSM14.1, thapsigargin, ATP luminescence (AID 1222); CSM14.1 thapsigargin-induced death rescue, ATP luminescence; higher % means a stronger effect; cellular ATP content (survival), % at 20 µM; hits with a dose series show EC50 in µM; 190,000 tested, under 10 active;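 active = EC50 below 50 µM in the dose-response confirmation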;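 also: death triggered by thapsigargin at about 15 µM added after 2 h compound pretreatment; cell ATP read after overnight thapsigargin exposure of roughly 18 to 22 hours; normalized against plate controls of thapsigargin alone and 5% DMSO vehicle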
human PMI inhibition = inhibitors of human PMI, primary screen, biochemical, fluorescence intensity, coupled assay (AID 1209); purified PMI enzyme, coupled fluorescence intensity; higher % means a stronger effect; inhibition, % at 20 µM, or IC50 in µM where a hit was titrated; actives 0.42% (n = 190,000);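 also: plate controls were DMSO vehicle for no effect and wells lacking substrate for full effect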
WT yeast gro inh mutant strain = recorded beside WT yeast gro inh, whose call it bears; inhibition, %; mitochondrial fusion phenotypic screen, mutant strain inhibition
Hep lipid drop cells 6.5 µM = second read-out of Hep lipid drop, no call of its own (marks repeat the call); cell count; measured here: cell count, cytotoxicity flag;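 cells counted across two imaged fields per well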
Myeloid diff MLP GFP+ MAC1+ % = recorded beside Myeloid diff MLP, whose call it bears; GFP+ MAC1+ double positive, %; measured here: differentiation confirmed by MAC1 staining
* marks the source's active call; other numbers are inactive results; i = inactive; ? = inconclusive; . = no result given; + = active, no number; [ ] = another dose, or the depositor's remark. Rule as the data show it, unless noted: active = inhibition above about 50%; inactive = the rest.

| compound | Myeloid diff MLP | Myeloid diff MLP GFP+ MAC1+ % | P. falciparum M1AAP | PMI inhibition | TNAP activation fold | K1F lysis inhibition | WT yeast gro inh | WT yeast gro inh mutant strain | Hep lipid drop | Hep lipid drop cells 6.5 µM | ER stress rescue | human PMI inhibition |
| --- | --- | --- | --- | --- | --- | --- | --- | --- | --- | --- | --- | --- |
| CCC(=O)Nc1c(S(=O)(=O)c2ccc(C)cc2)c2nc3ccccc3nc2n1C(C)c1ccccc1 (stereo unspecified) | i | 0.4 | -0.2% | 20.5% | 1.2 | 4.1% | 29.7 | 8.9 | 42.8 | 694 | -0.4% | 22.4% |
| CCOC(=O)c1ccc(NC(=O)c2cccc(C)c2[N+](=O)[O-])cc1 | i | 0.4 | -7.1% | 12.4% | 1 | -0.3% | 3.8 | -6.4 | -10.7 | 587 | -1.4% | 12.9% |
| COc1cccc(-c2nn(-c3ccccc3)cc2/C=C\C(=O)c2cccs2)c1 | i | 0.5 | 1.1% | 4.9% | 1.1 | 0.1% | -5.0 | -4.9 | . | . | 1.2% | 12.2% |
| O=C(NNc1ccccc1[N+](=O)[O-])Nc1ccc(Cl)c(Cl)c1 | i | 0.1 | 2.3% | 10.8% | 0.9 | 1.3%[50 µM] | 77.6 | 80.7 | 15.9 | 612 | -1.3% | -8.7% |
| COCCCNC(=O)CSc1ccsc1[N+](=O)[O-] | i | 0.5 | 4.3% | 9.3% | 1 | -0.1% | -25.7 | -6.2 | -4.1 | 703 | 0.5% | 10.2% |
| O=[N+]([O-])c1ccc(N2CCN(c3ccccc3F)CC2)c(S(=O)(=O)N2CCOCC2)c1 | i | 0.4 | 5.6% | 5.2% | 1.1 | 1.2%[50 µM] | 0.0 | 14.2 | 6.5 | 590 | 2.5% | 11.3% |
| CN1CCN(C(=O)C2CCC(C)(C(=O)O)C2(C)C)CC1 (stereo unspecified) | i | 0.8 | 8.2% | 7.6% | 1 | 0.3% | -4.2 | -7.7 | -2.5 | 667 | -0.9% | 7.3% |
| N#C/C(=C\c1cccc([N+](=O)[O-])c1)C(=O)NCC1CCCO1 (stereo unspecified) | i | 0.4 | -7.5% | 1.3% | 1.1 | 0.1% | 24.5 | 19.8 | -3.6 | 714 | -3.3% | 0.8% |
| CN(C)S(=O)(=O)c1cc(NC(=O)Cn2ccsc2=N)ccc1Cl | i | 0.0 | 3.0% | -0.6% | 1.1 | -0.8% | -14.8 | 11.5 | 24.0 | 752 | -0.4% | -5.5% |
| O=c1[nH]n2c(=O)c3c([nH]c2c1N=Nc1cccc(Cl)c1)CCCC3 | i | 2.4 | 13.3% | -2.2% | 1.2 | -0.1% | 3.0 | -3.4 | 22.8 | 715 | -3.5% | -1.9% |
| O=C(Nc1nccs1)c1ccc2nccnc2c1 | i | 0.4 | 9.0% | 25.5% | 1.1 | 0.0% | . | . | . | . | . | 8.7% |
| COc1ccc(Cn2cccc(NC(=O)Nc3ccc(F)cc3)c2=O)cc1 | i | 0.3 | -3.3% | 32.1% | 1 | 0.2% | 11.1 | 17.1 | 12.7 | 738 | 0.4% | 10.1% |
| O=C(C1CC1)N1CCc2[nH]c3ccccc3c2C1 | i | 1.2 | -0.7% | 12.6% | 1.1 | 0.4% | -18.4 | 0.1 | 10.0 | 766 | 3.2% | -4.2% |
| Cc1nonc1C1CCCN1Cc1cn[nH]c1-c1ccc(-c2ccccc2)cc1 (stereo unspecified) | i | 0.8 | -3.4% | 18.2% | 1.1 | 0.2% | 58.5* | 26.7* | 8.2 | 707 | -2.3% | 20.9% |
| O=C(CCCn1c(SCc2ccccc2F)nc2ccccc2c1=O)NCC1CCCO1 (stereo unspecified) | i | 0.3 | 6.1% | 6.3% | 1.1 | 0.7% | -7.0 | -17.8 | -124.4 | 670 | 1.4% | -3.2% |
| CCOC(=O)C(=O)Nc1cc(C)nn1-c1nc2ccccc2[nH]1 | i | 0.4 | -4.0% | . | . | 1.0%[50 µM] | . | . | 15.5 | 712 | . | . |
| CCOC(=O)c1nnc(-c2ccccc2)nc1Oc1ccc(Cl)cc1 | i | 1.1 | 3.0% | 10.7% | 1 | -0.1% | -6.9 | 0.1 | -68.5 | 610 | 1.4% | 2.2% |
| COC(=O)/C=C1\NCCSC1=O | i | 2.6 | 8.8% | 4.7% | 1.2 | 0.2% | -1.6 | 14.3 | . | . | 0.1% | 3.5% |
| CCC(Oc1nc2ccccc2nc1-c1ccccc1NC(C)=O)C(=O)c1ccccc1 (stereo unspecified) | + | 15.6* | 11.7% | -11.6% | 1.1 | 0.6% | 20.3 | 16.4 | . | . | 2.5% | -8.7% |
| O=C(Nc1nc2c(s1)CCCC2)Oc1ccccc1 | i | 0.8 | 13.2% | -2.1% | 1 | 11.9% | -0.4 | 9.5 | 2.5 | 768 | -1.0% | 5.0% |
| O=C(Nc1cc(S(=O)(=O)N2CCOCC2)ccc1N1CCOCC1)C1CCCO1 (stereo unspecified) | i | 0.1 | -3.1% | -6.8% | 1.1 | 0.2% | -29.7 | 8.7 | 19.3 | 660 | -0.5% | -6.4% |
| Cc1c(OCc2nn[nH]n2)ccc2c(-c3ccccc3)cc(=O)oc12 | i | 1.2 | 8.5% | -2.6% | 0.9 | -0.8% | 20.6 | 3.8 | . | . | -1.5% | -6.0% |
| Cc1cc(C)nc(NC(=O)c2cccc([N+](=O)[O-])c2C)n1 | i | 0.8 | 3.0% | -2.1% | 1.1 | -0.1% | 5.7 | -3.5 | . | . | -1.2% | -2.5% |
| COc1ccc(CN(C(=O)/C=C/c2ccco2)C2CCS(=O)(=O)C2)cc1 (stereo unspecified) | i | 0.7 | 8.0% | . | . | -0.5% | . | . | 12.0 | 751 | . | . |
| COc1cc(C)nc(Oc2ccc(=O)n(C)n2)n1 | i | 1.1 | 5.4% | 4.2% | 1.1 | 0.2% | 25.7 | -3.4 | -2.9 | 744 | -1.6% | 6.9% |
| CC(C)(C)c1ccccc1NC(=O)Cn1c(=O)cnc2ccccc21 | i | 0.5 | 1.2% | 3.9% | 1 | 0.0% | 9.2 | 2.5 | -24.4 | 661 | -0.6% | 3.5% |
| CN(CC(=O)Nc1ccncc1)S(=O)(=O)c1ccc(Br)cc1 | i | 8.5 | 0.9% | -32.6% | 1.1 | 2.1% | 10.4 | 19.9 | 14.8 | 776 | -1.1% | -17.4% |
| O=C(Nc1ccccc1N1CCOCC1)c1ccccc1NS(=O)(=O)c1ccc(F)cc1 | i | 1.2 | 7.8% | 5.4% | 1 | -0.3% | 8.8 | 7.1 | -4.8 | 790 | 14.8% | 15.9% |
| NC(=O)C1CCN(Cc2nc3ccccc3c(=O)[nH]2)CC1 | i | 0.3 | -1.5% | -3.9% | 1 | 1.0% | 2.9 | 4.8 | -1.2 | 790 | 6.2% | 7.4% |
| O=c1[nH]n2c(C(F)(F)F)cc(C3CC3)nc2c1N=Nc1ccccc1 | i | 0.2 | 14.4% | 11.5% | 0.9 | -0.1% | 16.8 | -10.2 | 20.8 | 722 | 0.9% | 6.8% |
| CN(C)CCNC(=S)Nc1ccccc1C(C)(C)C | i | 0.3 | 0.7% | 7.0% | 1 | 0.1% | -5.0 | -2.4 | -5.0 | 679 | -0.8% | 8.6% |
| CCOC(=O)C(C)Oc1ccccc1C1NC(=O)NC(C)=C1C(=O)Nc1ccc(C)c(C)c1 (stereo unspecified) | i | 6.1 | 5.1% | 1.3% | 1.1 | 0.8% | -1.4 | 3.5 | ? | . | -2.9% | 5.2% |
| CC(Cn1nnc2ccccc21)C(=O)O (stereo unspecified) | i | 0.3 | 0.4% | 12.0% | 1 | 0.7% | -9.1 | -5.5 | 1.4 | 723 | -0.2% | 10.8% |
| C=CCc1cccc(/C=N/c2ncn[nH]2)c1O | i | 0.2 | -4.0% | 7.5% | 1.1 | 0.4% | -0.6 | -8.4 | 18.0 | 811 | 6.6% | 12.8% |
| N#CCCN(C(=S)NC(=O)c1ccco1)c1ccccc1F | i | 0.1 | 4.9% | -3.1% | 1.1 | 0.8% | 0.9 | -19.2 | 16.8 | 707 | -1.2% | 42.1% |
| Cc1cccc(N=c2oc3cc(O)ccc3cc2C(N)=O)c1 | i | 0.7 | 20.6% | 17.3% | 1 | -0.6% | 12.0 | -3.2 | . | . | -0.9% | 11.3% |
| S=c1nc(-c2cccc(Cl)c2)[nH][nH]1 | i | 0.0 | 11.7% | 2.7% | 1.1 | -1.6% | -11.2 | -1.8 | -0.3 | 835 | -0.2% | 29.5% |
| CC(C)(CC(=O)O)CC(=O)Nc1ccccc1Oc1ccccc1 | i | 0.2 | 5.0% | . | . | 0.8% | . | . | 1.5 | 728 | . | . |
| Cc1[nH]c2ccccc2c1Cc1n[nH]c(=S)o1 | i | 1.2 | 12.4% | 0.3% | 1.2 | 5.6% | 0.5 | -0.5 | . | . | -0.4% | 8.2% |
| Cc1cccc(N2CCN(c3cccc(C)c3)C2c2cccnc2)c1 | i | 1.2 | 1.2% | 5.8% | 1.1 | 0.1% | 36.8 | 29.1 | -24.1 | 738 | -2.9% | 6.9% |
| Cc1ccc(C(=O)OCC(=O)NC2CCCCC2)s1 | i | 0.7 | 1.0% | -17.4% | 1 | 0.0% | -8.4 | 12.6 | 19.6 | 699 | -0.7% | -16.0% |
| Cc1ccccc1NC(=O)Cc1nnc(SCC(=O)c2ccc(Br)cc2)n1C | i | 0.9 | -0.1% | -6.2% | 1.1 | 5.5% | 1.4 | -10.6 | -10.8 | 807 | 0.6% | 1.9% |
| CCSC1=NN2CCS(=O)(=O)N=C2S1 | i | 0.8 | -3.9% | -7.2% | 1.1 | -0.3% | -12.7 | 10.1 | 6.8 | 646 | -1.3% | -18.2% |

Random excerpt: 2 entries already listed, in no set order.
| compound | Myeloid diff MLP | Myeloid diff MLP GFP+ MAC1+ % | P. falciparum M1AAP | PMI inhibition | TNAP activation fold | K1F lysis inhibition | WT yeast gro inh | WT yeast gro inh mutant strain | Hep lipid drop | Hep lipid drop cells 6.5 µM | ER stress rescue | human PMI inhibition |
| --- | --- | --- | --- | --- | --- | --- | --- | --- | --- | --- | --- | --- |
| CCOC(=O)C(C)Oc1ccccc1C1NC(=O)NC(C)=C1C(=O)Nc1ccc(C)c(C)c1 (stereo unspecified) | i | 6.1 | 5.1% | 1.3% | 1.1 | 0.8% | -1.4 | 3.5 | ? | . | -2.9% | 5.2% |
| CC(C)(CC(=O)O)CC(=O)Nc1ccccc1Oc1ccccc1 | i | 0.2 | 5.0% | . | . | 0.8% | . | . | 1.5 | 728 | . | . |
